Screening results: PubChem, several laboratories
UBC9 SUMO inh = blocks human SUMOylation mediated by UBC9; P63279; HTRF SUMOylation assay, SAE1/SAE2 + UBC9, in vitro; inhibition, % at 35 µM; AID 2006; 290,000 compounds, 0.36% hits; in the data active means inhibition above about 50%, passing the limit was not always enough; further: strong numbers were not always called active
Target sequence (P63279 whole entry, looked up): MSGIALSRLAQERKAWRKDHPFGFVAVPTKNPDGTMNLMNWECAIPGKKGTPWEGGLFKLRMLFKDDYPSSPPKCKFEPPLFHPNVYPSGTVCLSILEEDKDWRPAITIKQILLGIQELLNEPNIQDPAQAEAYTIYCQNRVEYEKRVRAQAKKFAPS
M18AAP inhibitor = blocks P. falciparum M18 aspartyl aminopeptidase; recombinant PfM18AAP, H-Glu-NHMec fluorogenic cleavage; 290,000 compounds, 1.2% hits; inhibition, % at 7.35 µM; AID 1822;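 active means inhibition above the campaign mean inhibition over all tested compounds plus 3 SD, cut at about 28% in these data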;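 further: 0% = plate median of test compound wells and 100% = 2 mM ZnCl2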
MEKK2 mut-MEK5 = signal of MEK5 binding to mutant human MEKK2 PB1 domain | bead flow cytometry, Alexa488-MEK5 binding to MEKK2 mutant | percent response, % at 10 µM | 290,000 compounds, 0.35% hits; in the data active means percent response above about 24%, passing the limit was not always enough; further: inactives centre near 1; some results filed as inactive read as strong as hits
DNA FID counter = displaces DNA intercalator in HCV helicase counter-screen | DNA fluorescent intercalator displacement, fluorescence | inhibition, % at 7.9 µM | 290,000 compounds, 0.17% hits | AID 1845; in the data active means inhibition above about 37%;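 further: 0% = vehicle and 100% = reference compound; higher means more ethidium bromide displaced from hairpin DNA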
NALP1 inh = inhibitors of NALP1 inflammasome in yeast. S. cerevisiae NALP1/ASC/caspase-1 growth, X-gal OD620, 72 h. inhibition, % at 10 µM. 280,000 compounds, 0.61% hits. AID 2071; in the data active means inhibition mostly above about 24%, no sharp cut-off; inactive means mostly below about 32%; further: some compounds called inactive have numbers as strong as hits
HCV NS3 hel inh = HCV NS3 helicase inhibition; AID 1800; inhibition, % at 10.9 µM; 290,000 compounds, 0.56% hits; NS3 helicase DNA unwinding, Cy5 molecular beacon fluorescence;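 active means inhibition above the mean of all tested compounds plus 3 SD, set per campaign, cut at about 35% in these data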;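 further: 0% = DMSO wells and 100% = thioflavine S control wells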
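System: NS3 helicase fragment of HCV / Schedule: 1 h at 25 °C / Control set: DMSO alone as 0% and 110 µM thioflavine S as 100% / Reagent: Cy5/quencher beacon DNA duplex and ATP to start / Technique: Cy5 fluorescence / Replication: singlicate / Evaluation: % inhibition of end-to-start signal ratio versus controls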
IMP-1 inh = inhibitors of Pseudomonas aeruginosa IMP-1 metallo-beta-lactamase | purified IMP-1, nitrocefin hydrolysis, epi-absorbance fluorescence | inhibition, % at 5.6 µM | 290,000 compounds, 0.45% hits;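 active means inhibition above the mean plus 3 SD of all compounds in the same screening run, cut at about 4.5% in these data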;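 further: 0% = IMP-1 with DMSO and 100% = DMSO wells lacking enzyme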
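System: Purified IMP-1 | Read-out basis: Percent enzyme inhibition | Controls: IMP-1 with DMSO as 0%, enzyme-free DMSO as 100% | Replicates: One well per compound | Doses: 5.6 µM nominal single concentration | Detection: Epi-absorbance fluorescence, 480 nm excitation, 530 nm emission | Incubation: 25 °C, 15 min preincubation, 25 min reaction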
MEKK2 WT-MEK5 = raises or lowers MEK5 binding to wildtype human MEKK2 PB1 domain | 290,000 compounds, 1.1% hits | AID 1531 | bead flow cytometry, Alexa488-MEK5 binding to MEKK2 WT; actives lie on both sides | binding response (% of control), % at 10 µM; in the data active means binding response below about 67% or above about 130%
VIM-2 inhibitor = blocks Pseudomonas aeruginosa VIM-2 metallo-beta-lactamase; purified VIM-2, nitrocefin hydrolysis, epi-absorbance fluorescence; inhibition, % at 5.6 µM; 290,000 compounds, 0.89% hits; AID 1527;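 active means inhibition above the mean of all tested compounds plus 3 SD, cutoff set per screening run, cut at about 7.5% in these data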;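 further: red hydrolysis product quenches plate fluorescence so inhibitors raise well fluorescence; 0% = enzyme with DMSO and 100% = DMSO without enzyme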
Active calls of the source: *; x = not tested or not shown; [ ] = dose if it differs, or a comment. Hits appear at their usual frequency; about 4.7% have a hit in one of these screens.

Sequence of screens – UBC9 SUMO inh	M18AAP inhibitor	MEKK2 mut-MEK5	DNA FID counter	NALP1 inh	HCV NS3 hel inh	IMP-1 inh	MEKK2 WT-MEK5	VIM-2 inhibitor
Cc1ccccc1Nc1nc(N)nc(CSc2nnnn2-c2ccccc2)n1
  -3	-6	-5	-25	3	2	-4.4	90	0.9
COc1ccc(NC(=O)CO/N=C2/CCCc3nonc32)c(OC)c1
  3	3	0	-6	-8	-1	-3.3	103	-4.2
CSc1nnc(C)c(=O)n1COC(=O)COc1ccc(Cl)cc1
  11	-1	0	14	-4	4	-2.0	102	2.3
Cc1ccc(C)c(OCC(=O)Nc2nonc2NC(=O)COc2cc(C)ccc2C)c1
  57*	2	2	-5	x	3	-1.5	97	-2.3
O=C1c2ccccc2C(Nc2ccc3c(c2)OCCO3)N1Cc1ccccc1 (stereo not drawn)
  10	x	2	x	9	x	x	103	x
COc1ccccc1C(=O)N1CCN(C2CCN(Cc3ccccc3)CC2)CC1
  7	3	x	5	3	-1	-3.6	x	-1.6
Cc1ccc(-c2cc(C(=O)N/N=C/c3ccc(Cl)cc3)n[nH]2)o1
  8	15	3	-14	24	0	-3.6	100	-4.5
COc1ccc(CN(Cc2cccnc2)S(=O)(=O)c2ccc(-n3cnnn3)c(C)c2)cc1OC
  -4	0	3	-26	-1	-2	-1.9	100	1.3
O=C1NC2=C(C(=O)CCC2)C(c2ccc3ncccc3c2)N1 (stereo not drawn)
  13	-8	7	4	6	2	-2.0	105	-1.7
O=C(c1ccccc1)c1c[nH]c(C(=O)NCCCN2CCOCC2)c1
  16	-3	-8	2	0	9	-1.8	89	-2.8
Cn1c2ccc(Cl)cc2c2nc3ccccc3nc21
  89	3	-6	-1	13	5	-4.0	83	-2.2
Nc1cccc(CCc2ccncc2)c1
  7	-3	-1	-2	20	-2	-2.6	96	-0.3
CCOC(=O)C[n+]1c(C)csc1C
  9	30*	-3	-3	26	-9	-0.1	96	1.2
Cc1ccc(-c2nnc3sc(-c4ccc5c(c4)OCCO5)nn23)cc1
  x	-6	x	1	x	6	-4.5	x	-4.7
O=C(Nc1cc2c(oc1=O)CCCC2=O)c1ccc(Cl)cc1
  19	5	-2	-5	8	20	-0.2	96	-3.8

Sequence of screens – UBC9 SUMO inh	M18AAP inhibitor	MEKK2 mut-MEK5	DNA FID counter	NALP1 inh	HCV NS3 hel inh	IMP-1 inh	MEKK2 WT-MEK5	VIM-2 inhibitor
O=C(CNC(=O)c1ccc(Br)o1)NCc1ccccc1
  15	-5	-2	-5	2	7	-4.0	98	-1.3
CC(C(=O)Nc1sc2c(c1C(=O)NCc1ccco1)CCCC2)N1C(=O)c2ccccc2C1=O (stereo not drawn)
  3	2	2	-7	14	12	-5.5	104	-5.5
Cc1ccc(SCCn2nc(C(=O)O)c3ccccc3c2=O)cc1
  8	5	-1	-6	6	2	-2.7	108	-5.3
COc1ccccc1N1CCN(C(=O)c2ccc(S(=O)(=O)N3CCCCC3)cc2)CC1
  22	0	3	-41	-4	-6	-2.9	105	-3.4
CCCC(=O)Nc1cccc(-c2nc3cc(C)c(C)cc3o2)c1
  7	-3	-4	5	20	-5	-2.1	101	0.0
COc1ccc(NC(=O)NCc2ccccn2)cc1OC
  9	2	-1	-3	-58	8	-1.2	101	-5.0
C/C(=N\NC(=S)NCCc1ccccc1)c1ccc(Cl)cc1Cl
  -2	3	0	-36	-10	21	-2.2	94	-2.6
C/C(=N\NC(=O)c1ccc(-c2ccccc2)cc1)C1C(=O)c2ccccc2C1=O
  3	-1	-16	-4	-7	10	-2.1	47*[inhibitor]	0.8
C(=N\N1CCN(C2c3ccccc3-c3ccccc32)CC1)/c1ccncc1
  -12	-12	3	8	31	-4	0.8	103	2.4
O=[N+]([O-])c1ccccc1NCCNc1ncc(C(F)(F)F)cc1Cl
  -24	-4	8	7	22	3	-3.0	114	-5.2
CN1C(=O)c2ccc(C(=O)Nc3ccccc3O)cc2C1=O
  3	-8	9	-3	11	-1	-2.5	107	-2.2
CCOc1ccc(NC(=O)CSc2nc3ccccc3c(=O)n2CCCC(=O)NCCCN2CCCC2=O)cc1
  31	-4	-7	-35	-3	-13	0.0	90	-0.3
CCN1CSC(=S)N(Cc2ccccc2)C1
  -5	-6	1	-2	15	-5	-2.8	102	-2.5
CCOc1ccc(NC(=O)C(=O)NCCCn2ccnc2)cc1
  12	-4	-5	0	25	15	-1.0	93	0.5
CCc1ccccc1NC(=O)C1CCCN(c2ncccn2)C1 (stereo not drawn)
  16	0	0	-8	8	-8	0.2	104	-0.7

Sequence of screens – UBC9 SUMO inh	M18AAP inhibitor	MEKK2 mut-MEK5	DNA FID counter	NALP1 inh	HCV NS3 hel inh	IMP-1 inh	MEKK2 WT-MEK5	VIM-2 inhibitor
O=S(=O)(Nc1ccc(N2CCOCC2)cc1)c1c(F)cc(F)cc1Br
  2	13	-1	-13	-5	15	-2.4	97	-1.1
O=C(COC(=O)Cc1cccc(C(F)(F)F)c1)NC1CC1
  -2	-7	-2	-3	-7	11	-2.1	100	1.2
COc1ccc(OCC(=O)Nc2ccc(NC(=O)c3ccccc3Cl)c(OC)c2)cc1
  -6	-3	5	-32	17	-3	-1.0	103	-2.0
COc1ccc(NC(C)C(=O)Nc2ccc(C(C)(C)C)cc2)cc1Cl (stereo not drawn)
  -28	0	x	-6	13	-1	0.6	x	-0.2
CN1C(=O)C(CC(=O)Nc2ccc(F)cc2)N(NC(=O)c2cccc(F)c2)C1=S (stereo not drawn)
  7	-3	-18	-1	25	-3	-1.4	79	0.3
COc1cc(C(C)=O)ccc1OCCCOc1cccc2cccnc12
  8	6	8	-24	-3	-4	-3.7	106	-1.1
O=C(NCCC1=CCCCC1)C1CCN(S(=O)(=O)N2CCCC2)CC1
  9	0	1	-24	11	-17	-3.4	104	-0.7
CSc1nnc(-c2sc(-c3ccccc3)nc2C)n1C
  27	-2	-2	-14	14	11	-1.4	100	-2.1
COc1cc(O)c(C(CCN2CCCC2)c2cc(OC)c(OC)c(OC)c2)c(OC)c1 (stereo not drawn)
  -13	x	5	x	-19	x	x	145*	x
CCOC(=O)N1CCN(c2ncnc3c2[nH]c2ccc(F)cc23)CC1
  -1	1	2	-12	-2	0	-0.5	98	0.5
NC(=O)C1CCCN1S(=O)(=O)c1ccc2ccccc2c1 (stereo not drawn)
  -5	-1	3	-4	4	-1	-1.9	101	-1.4
COc1ccccc1/C=N/NC(=O)c1cccc2ccccc12
  3	-10	9	-12	10	-5	-3.0	108	-3.1
Cc1cc(NC(=O)CCC(=O)N(c2ccc(F)cc2)C(C(=O)NC2CCCC2)c2cccnc2)no1 (stereo not drawn)
  4	-1	-2	-37	5	6	-2.5	97	-1.4
CCOc1ccc(/C(=N\O)C(C)NO)cc1 (stereo not drawn)
  0	-4	-1	2	-21	-2	-0.6	91	2.4
Cc1csc2nc(CSc3nc4ccccc4o3)cn12
  -8	-3	0	-10	12	1	2.6	103	-1.1

Brought forward from above: 3 entries, then new ones.
Sequence of screens – UBC9 SUMO inh	M18AAP inhibitor	MEKK2 mut-MEK5	DNA FID counter	NALP1 inh	HCV NS3 hel inh	IMP-1 inh	MEKK2 WT-MEK5	VIM-2 inhibitor
Cc1cc(NC(=O)CCC(=O)N(c2ccc(F)cc2)C(C(=O)NC2CCCC2)c2cccnc2)no1 (stereo not drawn)
  4	-1	-2	-37	5	6	-2.5	97	-1.4
CCOc1ccc(/C(=N\O)C(C)NO)cc1 (stereo not drawn)
  0	-4	-1	2	-21	-2	-0.6	91	2.4
Cc1csc2nc(CSc3nc4ccccc4o3)cn12
  -8	-3	0	-10	12	1	2.6	103	-1.1
O=c1c2[nH]c3ccccc3c2ncn1CCCn1ccnc1
  -9	1	-4	0	9	-3	-2.7	99	0.3
C/C(CCC(=O)OC[C@H]1O[C@H](C#Cc2ccccc2)C=C[C@@H]1Oc1ccc(C)cc1)=N\OC[C@@H](O)[C@H]1O[C@@H]2OC(C)(C)O[C@@H]2[C@H]1O
  -29	-3	-2	-37	24	-12	-1.0	99	-2.8
COc1cc(/C=C2\SC(=S)N(NC(=O)c3cccc(O)c3)C2=O)ccc1O
  4	3	1	21	-3	2	-6.8	97	-4.2
O=c1cc(-c2ccc(O)cc2)oc2c(C3OCC(O)C(O)C3O)c(O)c(C3OC(CO)C(O)C(O)C3O)c(O)c12 (stereo not drawn)
  -6	x	7	x	2	x	x	111	x
CNc1ccccc1C(=O)OC(C)C(=O)Nc1ccc(Cl)cn1 (stereo not drawn)
  0	6	-7	-13	20	0	2.6	98	1.2
CCOC(=O)N1CCN(C(=O)C2CCN(S(=O)(=O)c3cc(Cl)ccc3OCC)CC2)CC1
  4	-1	5	-48	-7	-8	-1.5	107	-2.0
CC(=O)Nc1c(NC(=O)CC#N)[nH]c2c(c1=O)c(=O)n(C)c(=O)n2C
  15	-4	-10	-4	7	10	-2.9	97	-1.9
CCN(C(=O)Cn1c(=O)oc2ccccc21)c1cccc(C)c1
  13	1	4	-18	20	-3	-1.5	105	-1.7
COc1ccccc1C1C(C(N)=O)=C(C)Nc2nc(CCCO)nn21 (stereo not drawn)
  -3	1	4	-2	-11	-11	-2.4	104	2.3
COc1ccccc1/C=C(/C(=O)NCCCn1ccnc1)c1ccccc1
  7	4	-3	8	1	6	-3.7	99	-2.1
CC(C)CCn1c(=O)c2ccccc2n2c(CN3C(=O)NC4(CCC(C)CC4)C3=O)nnc12 (stereo not drawn)
  3	-1	9	-8	22	3	-4.9	109	-0.2
COCCCNC(=O)c1ccc2c(=O)n(Cc3ccc(OC)cc3)c(=O)[nH]c2c1
  2	-3	-9	-11	12	-2	-4.1	85	0.7
O=C(Nc1cccc2c1CCCC2)c1cc([N+](=O)[O-])ccc1Cl
  13	-13	7	-2	17	2	-3.6	98	-4.1
COc1ccccc1CNC(=O)CN1C(=O)NC(C)(c2ccc(C)cc2)C1=O (stereo not drawn)
  -6	6	-7	-27	16	13	-0.1	96	2.9
Cc1ccc(NC(=O)CSc2ccc(-c3cccnc3)nn2)c(C)c1
  6	-5	10	-29	-1	8	-4.7	102	-2.9

Sequence of screens – UBC9 SUMO inh	M18AAP inhibitor	MEKK2 mut-MEK5	DNA FID counter	NALP1 inh	HCV NS3 hel inh	IMP-1 inh	MEKK2 WT-MEK5	VIM-2 inhibitor
CCOC(=O)c1cnc(=O)[nH]c1C
  10	x	13	x	11	x	x	105	x
Cc1ccc(O)c(NC(=O)C2CC(c3c(F)cccc3Cl)=NO2)c1 (stereo not drawn)
  1	5	-7	-12	15	-6	-1.7	92	-3.4
O=C1CCC(C(=O)N2CCCCO2)CN1Cc1cccc(F)c1 (stereo not drawn)
  5	-2	2	-7	12	2	-2.1	105	-0.1
CC[n+]1c(/C=C2\Sc3ccccc3N2C)ccc2cccc(C)c21
  -14	1	76*	-9	100*	-15	-3.5	x	2.8
Nc1ccc2c(c1)C/C(=C/c1ccco1)C2=O
  85*	21	-4	-14	49*	33	-0.1	93	-1.2
COC(=O)c1[nH]c2ccccc2c1NC(=O)CN1CCN(C(=O)c2ccco2)CC1
  16	-12	4	-21	1	1	2.5	98	3.7
CN(C)S(=O)(=O)c1ccc2nnn(O)c2c1
  7	-5	-3	3	3	-11	-0.5	98	1.0
C/C(=N\NC(=O)c1ccc(CN2CCOCC2)cc1)c1ccc(NC(=O)c2ccccc2)cc1
  0	-7	5	-3	-2	9	-2.8	104	-3.0
